Screens deposited in PubChem BioAssay by several laboratories.
MT stabilizer – microtubule stabilizers in HeLa cells, primary screen, imaging, high-content imaging | 200,000 tested, 0.83% active | HeLa tubulin immunostaining HCS, 24 h; share of cells brighter than vehicle mean+2SD | % tubulin-high responders, % at 10 µM | AID 2205, 2009;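 active = plate Z-score above 3 for both tubulin-high and condensed-nucleus cell shares, with cell loss under 80%, at 10 µM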;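 also: anti alpha tubulin signal scored within the nucleus-defined area of each cell; some results filed as inactive read as strong as hits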
T cell HTS – modulators of CD8 T cell-vesicle binding, primary screen, mouse 2C CD8+ T cells, flow cytometry; 2C CD8+ T cell-vesicle binding; active compounds read low; 330,000 tested, 0.068% active; calls only at 7 µM;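 active = response, share of CD8 T cells binding vesicles, and their 90th percentile fluorescence all below set limits, cut at about 80% in these data, passing the limit was not always enough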
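Assay system – 2C mouse CD8+ T cells · Also added – QL9-loaded Drosophila micro-vesicles · Timing – Cell–vesicle co-incubation 1.5 h at 37 °C, staining 20 min on ice · Signal – flow cytometry of vesicle-bound cells · Measure – percent CD8+ FL2 mean versus row control · Controls – Peptide-free naked vesicles (low) and QL9 vesicles with 0.7% DMSO vehicle (high)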
Dynein transport – inhibitors of GR-EGFP nuclear translocation, primary screen, dynein cargo transport inhibitor project, imaging, high-content, 3617.4 mouse cells | 220,000 tested, 0.47% active | AID 1381, 2008 | test concentration mostly 20 µM; stimulated with dexamethasone, 1 µM; active compounds read low | z-score, hits read low;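 active = plate z-score of nuclear minus cytoplasmic receptor signal below a set negative limit, without overly bright fluorescence or cell loss, cut at about -3.5 in these data, passing the limit was not always enough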;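 also: z-score of nuclear minus cytoplasmic ring GR-EGFP intensity difference per well; some compounds called inactive have numbers as strong as hits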
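medium = tetracycline-free induction medium containing charcoal-stripped FBS | probe or stimulus = dexamethasone, 1.0 µM final | timing = 48 h induction, then 1 h compound, then 30 min agonist, 37 °C | detection = automated 10x imaging of fixed Hoechst-stained cells | read-out basis = nuclear versus cytoplasmic GR-EGFP signal, averaged per well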
Myeloid diff 2 – induction of myeloid progenitor differentiation, primary screen, cell-based, flow cytometry, MLPCN library | ER-HoxA9 myeloid progenitors, lysozyme-GFP differentiation | calls only at 10 µM | 360,000 tested, 1% active | AID 624256, 2012;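 active = normalized GFP-positive differentiation at or above the plate's own cutoff, the solvent-only control mean plus 3 SD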;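 also: cells exposed to compound for four days before flow analysis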
TNAP activation fold – human TNAP enzyme activators, primary screen, biochemical, luminescent, no phosphate acceptor, uHTS (AID 1001) | purified TNAP, luminescent activation assay, no phosphate acceptor; higher activation fold means a stronger effect | activation fold at 20 µM, or EC50 in µM where a hit was titrated | 200,000 tested, 0.03% active; in the data active = activation fold from about 3, or a potency from the dose series; inactive = the rest, 99 in 100 with activation fold below about 1.6; also: many of its hits are not listed in these tables
PMI inhibitors – inhibitors of human PMI, primary screen, biochemical, fluorescence intensity, coupled assay (AID 1209). 190,000 tested, 0.42% active. purified PMI enzyme, coupled fluorescence intensity; higher % means a stronger effect. one-dose inhibition, % at 20 µM; IC50 in µM for titrated hits; in the data active = inhibition above about 50%;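 also: plate controls were DMSO vehicle for no effect and wells lacking substrate for full effect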
Hep lipid drop – inhibitors of hepatocyte lipid droplet formation, primary screen, imaging, high-throughput imaging, BODIPY stain; AML12 mouse hepatocytes, oleate lipid droplets; AID 1656, 2009; 240,000 tested, 0.4% active; inhibition, % at 6.5 µM;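 active = lipid droplet intensity inhibited by at least 50%, with more than 500 cells counted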
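material = mouse AML12 hepatocyte cell line, fixed after treatment | also added = 100 µM oleic acid challenge | doses = compound at 6.5 µM only | schedule = overnight exposure | technique = Image-based BODIPY and DAPI two-channel analysis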
Ins promoter up – insulin promoter activators in MIN6 cells, imaging, high-content screening, mouse beta cells | z-score at 5 µM | MIN6 insulin promoter-GFP reporter; active compounds read high | AID 1625, 2009 | 190,000 tested, 0.3% active;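 active = z-score above 3 at 5 µM with at least 500 cells counted in the well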
b-catenin transl – modulators of beta-catenin nuclear translocation, primary screen, imaging, HeLa cells, immunofluorescence, high-content | nuclear translocation activity, % at 5 µM | 190,000 tested, 0.3% active | AID 1665, 2009;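 active = nuclear translocation activity above 50% at 5 µM, with a well cell count of 50 or more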;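 also: per-cell ratio of nuclear to cytoplasmic median beta-catenin stain intensity; plate controls were DMSO negative control for no effect and GSK-3 inhibitor IX positive control for full effect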
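Test system: human HeLa cells, endogenous beta-catenin. Times: 24 h compound exposure, 37°C. Measured by: beta-catenin immunofluorescence imaging with DAPI.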
Dynein transport cytoplasmic EGFP – also measured in Dynein transport; calls as there; z-score; measured here: cytoplasmic GR-EGFP intensity; active compounds read high
Dynein transport nuclear GR-EGFP – also measured in Dynein transport; calls as there; z-score; measured here: nuclear GR-EGFP intensity;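 lower value marks the stronger effect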
Dynein transport cell count – also measured in Dynein transport; calls as there; z-score; measured here: cell count per field
Ins promoter up cell count – further read-out of Ins promoter up, marked with its call; cell count; measured here: cytotoxicity, nuclei count;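 total cells summed across four imaged fields per well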
Hep lipid drop cells 6.5 µM – also measured in Hep lipid drop; calls as there; cell count; measured here: cell count, cytotoxicity flag;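 cells counted across two imaged fields per well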
b-catenin transl cell count 5 µM – also measured in b-catenin transl; calls as there; cell count; measured here: cell count, cytotoxicity flag
T cell HTS vesicle-bound % – also measured in T cell HTS; calls as there; double positive events, %; measured here: CD8+ vesicle-bound cell fraction;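 binding gate set so that unloaded-vesicle control wells show 10% double positive cells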
MT stabilizer Hoechst-high % – recorded beside MT stabilizer, whose call it bears; % Hoechst-high responders; measured here: nuclear condensation Hoechst responders;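 share of cells brighter than vehicle mean plus two SD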
MT stabilizer cytotoxicity % – recorded beside MT stabilizer, whose call it bears; toxicity, %; measured here: cytotoxicity by cell density;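 0% = mean cell density of plate MIN control wells and 100% = no cells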
Myeloid diff 2 GFP+ MAC1+ % – also measured in Myeloid diff 2; calls as there; GFP+ MAC1+ double positive, %; measured here: differentiation confirmed by MAC1 staining
Numbers without * were called inactive; i = inactive; . = no result given.

SMILES | MT stabilizer | MT stabilizer Hoechst-high % | MT stabilizer cytotoxicity % | T cell HTS | T cell HTS vesicle-bound % | Dynein transport | Dynein transport cytoplasmic EGFP | Dynein transport nuclear GR-EGFP | Dynein transport cell count | Myeloid diff 2 | Myeloid diff 2 GFP+ MAC1+ % | TNAP activation fold | PMI inhibitors | Hep lipid drop | Hep lipid drop cells 6.5 µM | Ins promoter up | Ins promoter up cell count | b-catenin transl | b-catenin transl cell count 5 µM
CC(=O)Nc1cc(C(F)(F)F)ccc1OCC1CCCO1 (stereo not drawn) | 3.2 | 2.6 | 20 | i | 31 | 1.1 | -0.25 | 1.3 | -1.4 | i | 0.5 | 1.1 | 17% | . | . | -0.21 | 1274 | -0.4 | 1115
Cc1cc(C(=O)NCc2ccco2)c2ccccc2n1 | 2.2 | 1.4 | 1.9 | i | 22 | -0.12 | -0.23 | -0.32 | 0.15 | i | 0.4 | 1 | -7% | 0 | 663 | 0.03 | 1232 | -0.6 | 1069
CCOc1cccc(C(=O)Nc2cccc(-c3nnc(-c4ccc(C)cc4)o3)c2)c1 | 1.7 | 2.7 | 9.2 | i | 34 | -0.23 | -0.19 | -0.22 | 0.7 | i | 6.7 | 1.1 | -3% | 17 | 650 | -0.1 | 1749 | 0.2 | 1087
O=C(Cc1nn[nH]n1)c1ccccc1O | 1.2 | 2.7 | 6.9 | i | 52 | 0.15 | 0.049 | 0.21 | -0.23 | i | 0.6 | 1.1 | 2% | 5 | 649 | -0.01 | 1233 | -1.2 | 528
CCOc1ccc(Nc2nc3ccccc3c(=O)s2)cc1 | . | . | . | i | 19 | -0.98 | -0.24 | 0.18 | -0.13 | i | 0.7 | . | . | 1 | 672 | -1.8 | 1124 | -0.4 | 1296
CC(C)CCNC(=O)CCc1nnc(COc2ccccc2)o1 | 1.4 | 2.0 | 8.4 | . | . | 0.22 | -0.13 | 0.17 | -0.55 | i | 0.1 | 1.1 | 9% | -8 | 704 | -0.08 | 1438 | -0.3 | 997
CCn1c(C)cc(/C=C2/SC(=O)N(C(C)C(=O)OC)C2=O)c1C (stereo not drawn) | . | . | . | i | 38 | 0.5 | -0.23 | 0.25 | -0.015 | i | 0.6 | . | . | 2 | 716 | -1 | 1122 | -1.2 | 1343
O=C(CSc1cccc2cccc(Cl)c12)NCc1cccs1 | 2.2 | 1.7 | 6.5 | i | 36 | -0.34 | -0.26 | 0.12 | 0.5 | i | 0.7 | 1.1 | -8% | 0 | 676 | -0.57 | 1266 | . | .
COc1ccccc1-c1nc(C#N)c(N2CCCCCC2)o1 | 1.7 | 1.6 | 4.2 | i | 45 | -0.35 | -0.32 | -0.06 | 0.41 | i | 0.7 | 1.1 | 3% | . | . | 1.2 | 909 | . | .
Cc1cnc(SCCc2ccncc2)nc1C | 4.2 | 2.9 | 7.4 | i | 41 | 1 | -0.23 | 0.95 | 0.42 | . | . | 1.1 | 9% | -18 | 696 | . | . | -0.8 | 1045
O=C(CSc1nnc(Cn2c(=O)sc3ccccc32)n1CCc1ccccc1)N1CCCC1 | 4.2 | 1.7 | 8.0 | i | 64 | 0.98 | 0.53 | 1 | -0.82 | i | 1.9 | 1.1 | -7% | -4 | 736 | -0.14 | 1214 | -2.3 | 1173
CC(C)(C)S(=O)(=O)c1cnc(-c2cnccn2)nc1N | . | . | . | i | 40 | -0.46 | -0.22 | 0.18 | 1.1 | i | 0.3 | . | . | 21 | 654 | 1.3 | 914 | -0.1 | 1250
COc1ccc(C(=O)/C=C/Nc2ccc([N+](=O)[O-])cc2)cc1 | 2.2 | 2.8 | 11 | i | 48 | -0.33 | -0.066 | -0.14 | 0.73 | i | 0.2 | 1.1 | -16% | 1 | 701 | -0.06 | 1241 | -4.0 | 511
O=C(CC1SC(=NCC2CCCO2)NC1=O)Nc1cccc2ccccc12 (stereo not drawn) | 2.3 | 1.6 | 5.2 | i | 48 | -0.28 | -0.22 | 0.17 | 0.18 | i | 0.1 | 1.1 | -3% | 6 | 644 | 0.62 | 1300 | . | .
NS(=O)(=O)c1ccc(CNC(=O)c2ccc(Br)o2)cc1 | 2.6 | 1.5 | 36 | i | 56 | 0.085 | -0.24 | 0.41 | 0.75 | i | 1.8 | 1.1 | 11% | -7 | 737 | 0.86 | 1322 | . | .
O=C(CN1C(=O)NC2(CCCCCC2)C1=O)c1ccc2c(c1)OCCO2 | 5.0 | 3.5 | 8.9 | i | 38 | -0.44 | -0.32 | -0.83 | -0.2 | i | 0.0 | 1.1 | 15% | 5 | 785 | . | . | -2.9 | 1194
CC1(C)C2CCC(C2)C1(C)NC(=O)C[N+](C)(C)C (stereo not drawn) | . | . | . | i | 56 | 1.1 | -0.1 | 0.75 | -2.2 | i | 0.5 | . | . | -1 | 744 | 0.21 | 1084 | -0.1 | 1307
O=C(Nc1c(F)c(F)c(F)c(F)c1F)C1CCCCC1 | 1.8 | 1.7 | 0.5 | i | 37 | 1.3 | -0.15 | 1.6 | -0.54 | i | 0.8 | 1 | -19% | . | . | 0.88 | 1103 | -1.2 | 1113
Cc1ccccc1C(=O)NC(NCC1CCCO1)C(Cl)(Cl)Cl (stereo not drawn) | 3.1 | 2.6 | 8.6 | i | 62 | 0.2 | -0.22 | 0.65 | 0.027 | i | 1.1 | 1.1 | 8% | . | . | 0.28 | 1261 | -0.5 | 1369
Cc1cc(C)n(CCc2nc(-c3cc4ccccc4o3)cs2)n1 | 2.1 | 1.9 | 8.7 | i | 47 | 0.61 | -0.13 | 0.26 | -0.15 | i | 0.9 | 1.1 | 8% | . | . | 0.51 | 1236 | -0.4 | 1012
COc1ccc(C2(c3ccc(O)cc3O)CC(c3ccccc3Cl)NC(=S)N2)cc1 (stereo not drawn) | 2.4 | 1.2 | 1.9 | i | 28 | 1.8 | -0.098 | 1.7 | -1.2 | i | 0.0 | 0.9 | 12% | -28 | 701 | -0.04 | 1520 | -0.8 | 1074
COc1cccc(N2CCN(C3CC(=O)N(c4ccc(Cl)cc4)C3=O)CC2)c1 (stereo not drawn) | 2.2 | 1.7 | 0.4 | i | 44 | -0.59 | -0.24 | -0.3 | 1.3 | i | 0.6 | 1.1 | 3% | 2 | 771 | -0.26 | 1291 | -1.4 | 1154
COc1ccc(/C=C/C2=NN(C)C(=O)CC2)cc1 | 2.5 | 3.2 | 4.2 | i | 45 | 0.31 | -0.23 | 0.36 | -0.32 | i | 0.3 | 1.1 | 2% | -4 | 712 | 0.05 | 1180 | -1.3 | 1010
O=S(=O)(/N=C(/c1ccccc1)N1CCCCCC1)c1ccccc1 | 3.4 | 2.7 | 8.2 | i | 17 | 0.089 | -0.35 | -0.45 | 0.54 | i | 0.6 | 1.2 | -2% | -19 | 685 | 0.77 | 1322 | -2.4 | 1112
CCOc1cc(/C=C2/C(=N)N3OC(C)=CC3=NC2=O)ccc1OC | 1.6 | 2.0 | 1.7 | i | 32 | -0.013 | -0.26 | 0.2 | -0.85 | i | 0.3 | 1.1 | 3% | 9 | 703 | 0.59 | 1171 | 0.3 | 1102
CCOC(=O)C1=C(C)NC(SCC(N)=O)=C(C#N)C1c1ccccc1 (stereo not drawn) | 3.4 | 1.8 | 6.7 | i | 49 | -1.3 | -0.19 | -0.71 | 0.94 | i | 3.1 | 1.1 | 0% | . | . | . | . | . | .
Cc1cnc(Nc2nc3ccccc3o2)nc1C(=O)Nc1cccc(C(F)(F)F)c1 | 2.0 | 1.8 | 1.3 | i | 20 | 0.92 | -0.17 | 0.21 | -0.69 | i | 0.7 | 1.2 | -1% | . | . | -1.1 | 1280 | 3.4 | 1127
O=C(O)C(Cc1ccccc1)N1CCS(=O)(=O)CC1 (stereo not drawn) | 2.8 | 1.7 | 8.4 | i | 47 | 3 | 0.2 | 1.4 | -1.9 | i | 0.2 | 1.1 | -32% | 0 | 696 | 0.11 | 1223 | 0.5 | 1107
COc1ccc(C(=O)N(C(C)C)C(C)C)c(OC)c1 | 3.2 | 1.4 | 3.8 | i | 56 | 0.058 | -0.2 | -0.14 | -0.099 | i | 1.0 | 1 | 4% | -8 | 730 | . | . | . | .

Just Hep lipid drop, Dynein transport cell count and MT stabilizer cytotoxicity %, for two of the compounds above:
Compound	Hep lipid drop	Dynein transport cell count	MT stabilizer cytotoxicity %
CCOc1cc(/C=C2/C(=N)N3OC(C)=CC3=NC2=O)ccc1OC	9	-0.85	1.7
CCOC(=O)C1=C(C)NC(SCC(N)=O)=C(C#N)C1c1ccccc1 (stereo not drawn)	.	0.94	6.7
